Screening results deposited in PubChem by several laboratories.
Tb hexokinase: blocks Trypanosoma brucei hexokinase 1 activity; recombinant TbHK1, G6PDH-coupled NADH A340; inhibition, % at 10 µM; hit rate 0.11% among 220,000;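 active means inhibition of 50% or more in the single-dose primary screen; inactive means inhibition below 50%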
KCC2 mod: modulators of human KCC2 chloride dependent transport | KCC2 cells, thallium flux FluoZin-2 fluorescence | B-score of Tl+ flux slope (higher = more flux/activation; lower = inhibition) at 10 µM | hit rate 2.2% among 190,000 | AID 1456;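 active means thallium flux slope and its plate-corrected score both differing from the plate sample mean at a set confidence after two filtering rounds, in either direction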;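 further: slope of fluorescence scaled to starting intensity during 10 to 20 s after thallium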
Thrombin inh: blocks human thrombin protease activity. alpha-thrombin, Boc-VPR-AMC fluorogenic substrate cleavage. P00734. hit rate 0.26% among 220,000. inhibition, % at 5 µM;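 active means inhibition at or above 40%; inactive means inhibition below 40%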;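 further: 0% = enzyme with no compound and 100% = wells without enzyme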
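Material: human alpha-thrombin enzyme / Medium: pH 7.5 Tris (50 mM) with NaCl 150 mM, Tween 20 0.05% / Compound: single-point dosing at 5 µM, 0.2% DMSO / Incubation: enzyme reaction carried out at room temperature / Detection: AMC fluorescence, 355/460 nm / Read-out basis: percent inhibition scaled between no-compound controls and no-enzyme blanks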
EBV gp42 block: inhibitors of Epstein-Barr virus glycoprotein 42. hit rate 0.42% among 220,000. Fluorescence polarization binding assay, mP read-out. inhibition, % (tested at 21.74 µM); in the data active means inhibition above about 50%
Target sequence (Q1HVG2 whole entry, looked up): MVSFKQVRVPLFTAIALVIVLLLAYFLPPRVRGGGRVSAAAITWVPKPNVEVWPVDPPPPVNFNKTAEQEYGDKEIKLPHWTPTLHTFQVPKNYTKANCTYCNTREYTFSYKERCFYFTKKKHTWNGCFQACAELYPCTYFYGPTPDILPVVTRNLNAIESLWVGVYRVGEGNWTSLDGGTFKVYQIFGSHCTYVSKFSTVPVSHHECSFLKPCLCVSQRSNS
TRPN1 ag: zebrafish TRPN1 (NompC) channel agonism | HEK293 zebrafish TRPN1-YFP, Fluo-8 calcium fluorescence; 100% = response to 87 µM carbachol | activation, % at 3 µM | hit rate 0.18% among 220,000 | AID 1424;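 active means activation above its plate's cutoff, the mean activation of test wells on that plate plus 3 SD, cut at about 19% in these data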;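 further: 0% = DMSO alone and 100% = 87 µM carbachol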
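Material – zebrafish TRPN1-YFP in HEK293 cells · Doses – 3 µM single point · Schedule – dye 1 h 37 °C plus 30 min RT · Signal – Fluo-8 calcium fluorescence, excitation 470-495 nm, emission 515-575 nm · Read-out – % activation versus carbachol response · Control set – carbachol high, DMSO low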
Calpain2 inh: blocks pig calpain II enzyme activity | purified calpain II, fluorogenic peptide substrate, 30 min | inhibition, % at 16 µM | hit rate 0.37% among 220,000 | AID 1236;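 active means inhibition above about 50%, limit read from the data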
TRPML3 agonist: human mucolipin-3 channel agonism | Q8TDD5 | HEK293 TRPML3-YFP, Fluo-8 calcium fluorescence; 100% = the carbachol control signal | activation, % at 3 µM | hit rate 0.29% among 220,000;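 active means activation above its plate's cutoff, the mean activation of the plate's test wells plus 3 SD, cut at about 12% in these data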;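 further: 0% = DMSO only wells and 100% = carbachol wells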
Target sequence (Q8TDD5 whole entry, looked up): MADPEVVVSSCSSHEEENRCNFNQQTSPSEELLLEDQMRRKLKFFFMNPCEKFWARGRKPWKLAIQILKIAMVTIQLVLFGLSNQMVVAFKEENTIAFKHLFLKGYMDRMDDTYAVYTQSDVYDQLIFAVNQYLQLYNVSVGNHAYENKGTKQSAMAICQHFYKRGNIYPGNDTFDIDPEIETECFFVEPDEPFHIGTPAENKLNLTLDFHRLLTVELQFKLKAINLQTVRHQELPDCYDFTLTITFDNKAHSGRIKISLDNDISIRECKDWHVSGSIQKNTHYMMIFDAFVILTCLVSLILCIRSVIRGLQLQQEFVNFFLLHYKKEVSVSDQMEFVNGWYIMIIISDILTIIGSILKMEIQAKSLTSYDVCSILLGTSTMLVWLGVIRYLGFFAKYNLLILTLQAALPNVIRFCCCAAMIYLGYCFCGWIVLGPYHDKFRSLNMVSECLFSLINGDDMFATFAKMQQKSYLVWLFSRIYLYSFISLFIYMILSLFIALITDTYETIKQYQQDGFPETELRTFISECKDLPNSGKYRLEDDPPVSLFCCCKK
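Material: TRPML3-YFP stable HEK293 cells | Dosing: One concentration, 3 µM nominal, 0.3% DMSO | Timing: 125 s total fluorescence read per well | Technique: Fluo-8 calcium dye fluorescence, ex 470-495, em 515-575 nm | Measure: Percent activation from peak-to-basal fluorescence ratio, scaled between DMSO and carbachol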
Furin inhibitor: blocks human furin protease activity; inhibition, % at 30 µM; P09958; hit rate 0.061% among 220,000; purified furin, fluorogenic substrate cleavage; in the data active means inhibition above about 25%; further: inactives centre near -15
PPC-1+TRAIL kill: compounds killing PPC-1 cancer cells with TRAIL present (potentiator screen, no TRAIL-free arm) | PPC-1 cells + TRAIL, ATPLite viability luminescence | cell killing (% activity), % at 4 µM | hit rate 0.41% among 220,000 | AID 1443;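 active means cell killing above 50% in the first pass at 4 µM, then a duplicate retest at 5 µM averaging 50% or more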;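 further: plate controls were cells with TRAIL plus DMSO for no effect and medium-only wells lacking cells for full effect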
Active calls of the source: *; [ ] = another dose, or the depositor's remark.

`Cc1cccc(-n2c(Cc3cc(=O)[nH]c(=O)[nH]3)nnc2SCC(=O)Nc2cccc(C(F)(F)F)c2)c1` gave Tb hexokinase -3, KCC2 mod 1, Thrombin inh -9, EBV gp42 block -7, TRPN1 ag 2.3, Calpain2 inh -15, TRPML3 agonist 0.5, Furin inhibitor 0 and PPC-1+TRAIL kill -13.
For CCCC(=O)C1=C(O)C(C(=O)OC)C(C)(C)CC1=NC(C)(C)C (centres undefined) the results were Tb hexokinase -5, KCC2 mod -0.26, Thrombin inh -1, EBV gp42 block -21, TRPN1 ag -1.4, Calpain2 inh -19, TRPML3 agonist -0.1, Furin inhibitor -3[20 µM] and PPC-1+TRAIL kill 2.
COc1ccc(CCNC2=NCCS2)cc1 was read as Tb hexokinase 2, KCC2 mod 1, Thrombin inh -9, EBV gp42 block -11, TRPN1 ag 0.7, Calpain2 inh -16, TRPML3 agonist 1.1, Furin inhibitor -14 and PPC-1+TRAIL kill 9.
For C=CCN1C(=O)CN=C1Nc1ccc(OC)cc1OC the results were Tb hexokinase -1, KCC2 mod 0.11, Thrombin inh 2, EBV gp42 block -20, TRPN1 ag 1.9, Calpain2 inh 6, TRPML3 agonist 0.6, Furin inhibitor -9 and PPC-1+TRAIL kill 7.
COCCN1Cc2cccc(C(=O)Nc3ccc4c(c3)OCCO4)c2C1=O was read as Tb hexokinase -9, KCC2 mod -0.56, Thrombin inh 0, EBV gp42 block -21, TRPN1 ag 1.7, Calpain2 inh 3, TRPML3 agonist 0.7, Furin inhibitor 0 and PPC-1+TRAIL kill 2.
C=CCN(c1ccc(C(=O)NCCc2ccccc2)cc1)S(C)(=O)=O was read as Tb hexokinase 17, KCC2 mod -0.13, Thrombin inh 3, EBV gp42 block 1, TRPN1 ag -0.5, Calpain2 inh 22, TRPML3 agonist 0.4, Furin inhibitor -17[20 µM] and PPC-1+TRAIL kill 23.
Screening COc1cc(C(=O)n2nc(C)cc2C)cc(OC)c1OC returned Tb hexokinase 2, KCC2 mod 0.48, Thrombin inh 6, EBV gp42 block -16, TRPN1 ag 0.0, Calpain2 inh -7, TRPML3 agonist 0.6, Furin inhibitor -22 and PPC-1+TRAIL kill 18.
O=C(c1ccc(F)cc1)N1CCC(n2nnc3ccccc32)CC1 was read as Tb hexokinase -2, KCC2 mod 1.4, Thrombin inh -4, EBV gp42 block 1, TRPN1 ag 1.3, Calpain2 inh -3, TRPML3 agonist 0.2, Furin inhibitor -27 and PPC-1+TRAIL kill 9.
`COc1ccc2cc(/C=C/C(=O)c3ccco3)c(Cl)nc2c1` gave Tb hexokinase -12, KCC2 mod 0.74, Thrombin inh -7, EBV gp42 block -21, TRPN1 ag 0.1, Calpain2 inh -38, TRPML3 agonist 1.0, Furin inhibitor -22[20 µM] and PPC-1+TRAIL kill 22.
`CCOC(=O)/C(C#N)=C/c1cccc([N+](=O)[O-])c1` gave Tb hexokinase -3, KCC2 mod 0.26, Thrombin inh -5, EBV gp42 block -6, TRPN1 ag 2.6, Calpain2 inh -23, TRPML3 agonist 0.6, Furin inhibitor -16 and PPC-1+TRAIL kill 10.
`CCOC(=O)CNS(=O)(=O)c1ccc2c3c(cccc13)C(=O)N2CC` gave Tb hexokinase -11, KCC2 mod -1.2, Thrombin inh -12, EBV gp42 block -2, TRPN1 ag -1.9, Calpain2 inh inactive, TRPML3 agonist -0.6, Furin inhibitor -7 and PPC-1+TRAIL kill 8.
`CC(C)CCNc1ncnc2c1nnn2Cc1ccccc1Cl` gave Tb hexokinase -7, KCC2 mod -0.31, Thrombin inh -1, EBV gp42 block -1, TRPN1 ag 4.4, Calpain2 inh -15, TRPML3 agonist 0.3, Furin inhibitor -12 and PPC-1+TRAIL kill -12.
Screening C=C(C)COc1ccc(-c2nc(N)ncc2Oc2ccccc2OC)c(O)c1 returned Tb hexokinase 2, KCC2 mod -0.6, Thrombin inh -2, EBV gp42 block -2, TRPN1 ag -0.2, Calpain2 inh -52, TRPML3 agonist 0.6, Furin inhibitor -32 and PPC-1+TRAIL kill 1.
`O=C(CSC(=S)N1CCOCC1)N1N=CCC1c1ccccc1` (centres undefined) gave Tb hexokinase -1, KCC2 mod -0.11, Thrombin inh 10, EBV gp42 block -2, TRPN1 ag 0.8, Calpain2 inh 17, TRPML3 agonist 1.2, Furin inhibitor -16[20 µM] and PPC-1+TRAIL kill 20.
Screening Cn1c(NC(=O)C(C)(C)Oc2ccc(Cl)cc2)cc(=O)n(C)c1=O returned Tb hexokinase -5, KCC2 mod -0.42, Thrombin inh -2, EBV gp42 block -11, TRPN1 ag 0.0, Calpain2 inh 8, TRPML3 agonist -0.3, Furin inhibitor -22 and PPC-1+TRAIL kill 18.

Gathered by group: those above containing a carbonyl joined to an NH by a bond outside any ring (4)
`Cc1cccc(-n2c(Cc3cc(=O)[nH]c(=O)[nH]3)nnc2SCC(=O)Nc2cccc(C(F)(F)F)c2)c1` gave Tb hexokinase -3, KCC2 mod 1, Thrombin inh -9, EBV gp42 block -7, TRPN1 ag 2.3, Calpain2 inh -15, TRPML3 agonist 0.5, Furin inhibitor 0 and PPC-1+TRAIL kill -13.
COCCN1Cc2cccc(C(=O)Nc3ccc4c(c3)OCCO4)c2C1=O was read as Tb hexokinase -9, KCC2 mod -0.56, Thrombin inh 0, EBV gp42 block -21, TRPN1 ag 1.7, Calpain2 inh 3, TRPML3 agonist 0.7, Furin inhibitor 0 and PPC-1+TRAIL kill 2.
C=CCN(c1ccc(C(=O)NCCc2ccccc2)cc1)S(C)(=O)=O was read as Tb hexokinase 17, KCC2 mod -0.13, Thrombin inh 3, EBV gp42 block 1, TRPN1 ag -0.5, Calpain2 inh 22, TRPML3 agonist 0.4, Furin inhibitor -17[20 µM] and PPC-1+TRAIL kill 23.
Screening Cn1c(NC(=O)C(C)(C)Oc2ccc(Cl)cc2)cc(=O)n(C)c1=O returned Tb hexokinase -5, KCC2 mod -0.42, Thrombin inh -2, EBV gp42 block -11, TRPN1 ag 0.0, Calpain2 inh 8, TRPML3 agonist -0.3, Furin inhibitor -22 and PPC-1+TRAIL kill 18.

(next part)
CC(C)Oc1ccc(C(=O)Nc2ccc(NC(=O)c3ccco3)c(Cl)c2)cc1 was read as Tb hexokinase -2, KCC2 mod -0.79, Thrombin inh 0, EBV gp42 block 2, TRPN1 ag 0.5, Calpain2 inh -31, TRPML3 agonist 0.8, Furin inhibitor -13[20 µM] and PPC-1+TRAIL kill 13.
C=CCNC(=S)NNC(=O)c1cccc2ccccc12 was read as Tb hexokinase -4, Thrombin inh 0, EBV gp42 block 8, TRPN1 ag -0.2, Calpain2 inh 8, TRPML3 agonist 0.4, Furin inhibitor -15[20 µM] and PPC-1+TRAIL kill 23.
`COC(=O)c1ccc(NC2=C(Cl)C(=O)OC2OC(=O)c2ccccc2)cc1` (centres undefined) gave Tb hexokinase -11, KCC2 mod -0.21, Thrombin inh -6, EBV gp42 block 4, TRPN1 ag -0.7, Calpain2 inh -10, TRPML3 agonist -0.4, Furin inhibitor -16 and PPC-1+TRAIL kill -2.
Screening CCN1CCN(Cc2nc3c(c(=O)n(C)c(=O)n3C)n2Cc2cccc3ccccc23)CC1 returned Tb hexokinase 0, KCC2 mod -0.0034, Thrombin inh 0, EBV gp42 block -18, TRPN1 ag 1.1, Calpain2 inh -14, TRPML3 agonist 0.5, Furin inhibitor -19[20 µM] and PPC-1+TRAIL kill 9.
`O=C(CN1C(=O)c2ccccc2S1(=O)=O)N1CCN(Cc2ccc3c(c2)OCO3)CC1` gave Tb hexokinase -8, Thrombin inh -5, EBV gp42 block 12, TRPN1 ag 5.8, Calpain2 inh 18, TRPML3 agonist 3.5, Furin inhibitor -15 and PPC-1+TRAIL kill 26.
Cn1c(SCC(=O)NC(C)(C)C)nnc1-c1ccc(C(C)(C)C)cc1 was read as Tb hexokinase 4, KCC2 mod -2.1, Thrombin inh 18, EBV gp42 block -4, TRPN1 ag 2.4, Calpain2 inh 12, TRPML3 agonist 0.3, Furin inhibitor -19 and PPC-1+TRAIL kill -2.
For Cc1ccc(-c2noc(CCC(=O)N3CCN(c4cccc(C(F)(F)F)c4)CC3)n2)cc1 the results were Tb hexokinase -2, KCC2 mod -0.42, Thrombin inh -6, EBV gp42 block 7, TRPN1 ag 3.9, Calpain2 inh 16, TRPML3 agonist 0.9, Furin inhibitor -16 and PPC-1+TRAIL kill 4.
Screening O=C(Nc1cccc2ccccc12)/C(=C/c1ccc([N+](=O)[O-])cc1)NC(=O)c1ccccc1 returned Tb hexokinase -6, KCC2 mod -0.18, Thrombin inh 7, EBV gp42 block -16, TRPN1 ag -0.8, Calpain2 inh 10, TRPML3 agonist 0.5, Furin inhibitor -14[20 µM] and PPC-1+TRAIL kill 2.
Screening COC(=O)c1c(-c2ccccc2)noc1C returned Tb hexokinase -5, KCC2 mod 0.26, Thrombin inh -8, EBV gp42 block 3, TRPN1 ag 0.6, Calpain2 inh -7, TRPML3 agonist 0.6, Furin inhibitor -17 and PPC-1+TRAIL kill 15.
CC(C)(Oc1ccc(CCNC(=O)c2ccc(-c3ccc(Cl)cc3)o2)cc1)C(=O)O was read as Tb hexokinase 0, KCC2 mod -0.68, Thrombin inh 1, EBV gp42 block 1, TRPN1 ag 0.7, Calpain2 inh -32, TRPML3 agonist 0.3, Furin inhibitor -22 and PPC-1+TRAIL kill 16.
Cn1c(C(O)c2ccc3c(c2)OCO3)nc2ccccc21 (centres undefined) was read as Tb hexokinase 4, Thrombin inh -8, EBV gp42 block -10, TRPN1 ag 0.9, Calpain2 inh -19, TRPML3 agonist 1.1, Furin inhibitor -4[20 µM] and PPC-1+TRAIL kill 12.
N/C(Cc1cccs1)=N\OC(=O)COc1ccccc1 was read as Tb hexokinase -2, Thrombin inh -1, EBV gp42 block -17, TRPN1 ag -1.3, Calpain2 inh -11, TRPML3 agonist 0.2, Furin inhibitor 1[20 µM] and PPC-1+TRAIL kill 10.
For COc1ccc(-c2nnn(CC(=O)N(CCN3CCOCC3)C(C(=O)NC3CCCCC3)c3ccco3)n2)cc1 (centres undefined) the results were Tb hexokinase -14, KCC2 mod 0.33, Thrombin inh -8, EBV gp42 block -4, TRPN1 ag -0.3, Calpain2 inh -43, TRPML3 agonist 0.1, Furin inhibitor -22 and PPC-1+TRAIL kill 15.
CCn1nc(C(=O)OCC(=O)N2CCc3ccccc32)c2ccccc2c1=O was read as Tb hexokinase -2, KCC2 mod -3.4*, Thrombin inh 3, EBV gp42 block -18, TRPN1 ag -1.4, Calpain2 inh 42, TRPML3 agonist -1.1, Furin inhibitor -20[20 µM] and PPC-1+TRAIL kill 13.
For COc1ccc(/C=N/NC(=O)CSCc2ccc([N+](=O)[O-])cc2)cc1OC the results were Tb hexokinase 6, KCC2 mod 0.084, Thrombin inh 1, EBV gp42 block 2, TRPN1 ag 2.0, Calpain2 inh 3, TRPML3 agonist 1.4, Furin inhibitor -22 and PPC-1+TRAIL kill 12.
For CC(C)NC(=S)N1CCN(C/C=C/c2ccccc2)CC1 the results were Tb hexokinase -2, KCC2 mod -2, Thrombin inh -3, EBV gp42 block -1, TRPN1 ag 0.8, Calpain2 inh -27, TRPML3 agonist 0.1, Furin inhibitor -30 and PPC-1+TRAIL kill 22.

Hits appear at their usual frequency, and some 3.6% of all compounds hit somewhere here.
